Bioassay records: PubChem, several laboratories
p47phox inh: inhibitors of human p47phox binding. inhibition, % at 24.7 µM. 220,000 tested, 0.53% active. p47phox/p22phox peptide binding, fluorescence polarization, 2 h. AID 1274. P14598;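 active = inhibition above about 30%, limit read from the data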;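 also: 0% = p47phox with labelled peptide and 100% = labelled peptide alone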
EBV gp42 block: EBV gp42 inhibition | inhibition, % (tested at 21.74 µM) | Q1HVG2 | 220,000 tested, 0.42% active | Fluorescence polarization binding assay, mP read-out; in the data active = inhibition above about 50%
Target sequence (Q1HVG2 whole entry, looked up): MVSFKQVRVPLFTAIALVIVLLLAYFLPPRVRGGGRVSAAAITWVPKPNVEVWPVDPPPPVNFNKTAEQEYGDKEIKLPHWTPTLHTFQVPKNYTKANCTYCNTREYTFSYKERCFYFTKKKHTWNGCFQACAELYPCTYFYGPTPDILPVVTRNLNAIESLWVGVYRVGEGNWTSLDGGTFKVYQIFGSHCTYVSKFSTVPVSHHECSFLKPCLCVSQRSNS
Hck-Nef inh: human Hck-Nef kinase inhibition | AID 463187 | 220,000 tested, 0.68% active | inhibition, % at 20 µM | Recombinant Hck-YEEI plus Nef, Z-Lyte FRET kinase assay;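 active = Hck-Nef kinase inhibition above about 50%, limit read from the data; inactive = inhibition below that limit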;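 also: 0% = DMSO with Hck plus Nef and 100% = Hck alone without Nef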
Runt-SMMHC FRET: Runt domain-CBFb-SMMHC interaction inhibition | 220,000 tested, 0.74% active | Cerulean-Runt/Venus-CBFb-SMMHC FRET ratio 530/480, 1 h | Q01196+Q13951 | inhibition, % at 20 µM;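 active = mean inhibition across duplicate retests at 20 µM reaching about 50%, limit read from the data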;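 also: 0% = DMSO wells and 100% = wells with excess untagged CBFb-SMMHC; inhibitors lower the FRET ratio by blocking Runt binding to CBFb-SMMHC; some results filed as inactive read as strong as hits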
14-3-3 Bad inh: disrupts binding of bovine 14-3-3 zeta to phospho-Bad peptide; 220,000 tested, 0.71% active; TR-FRET 14-3-3zeta/Dy647-pBad peptide displacement, 1 h; inhibition, % at 21.7 µM;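 active = inhibition above about 70%, limit read from the data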;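 also: 0% = full 14-3-3 plus peptide FRET controls and 100% = background without 14-3-3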
Target sequence (P63103 whole entry, looked up): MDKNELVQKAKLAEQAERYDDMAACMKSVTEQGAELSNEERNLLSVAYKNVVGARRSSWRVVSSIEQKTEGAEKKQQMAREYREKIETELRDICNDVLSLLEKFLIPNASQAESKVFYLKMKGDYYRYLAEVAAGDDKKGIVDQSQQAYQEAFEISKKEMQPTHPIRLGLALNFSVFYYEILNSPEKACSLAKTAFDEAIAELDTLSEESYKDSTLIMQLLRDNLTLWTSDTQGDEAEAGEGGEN
MDM2 E3 inh: Mdm2 E3 ligase (human) inhibition. signal enhancement, % at 5 µM. 210,000 tested, 0.11% active. Q00987. cell-based MDM2 ubiquitination luciferase reporter, 2 h; 0 = plate control, 100 = twice control, blank-subtracted. AID 1230;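 active = signal enhancement of 30% or more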;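 also: luminescence tracks abundance of the self-degrading MDM2-luciferase fusion protein; higher signal means inhibition of MDM2 E3 ligase activity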
Target sequence (Q00987 whole entry, looked up, the tested form may be a part): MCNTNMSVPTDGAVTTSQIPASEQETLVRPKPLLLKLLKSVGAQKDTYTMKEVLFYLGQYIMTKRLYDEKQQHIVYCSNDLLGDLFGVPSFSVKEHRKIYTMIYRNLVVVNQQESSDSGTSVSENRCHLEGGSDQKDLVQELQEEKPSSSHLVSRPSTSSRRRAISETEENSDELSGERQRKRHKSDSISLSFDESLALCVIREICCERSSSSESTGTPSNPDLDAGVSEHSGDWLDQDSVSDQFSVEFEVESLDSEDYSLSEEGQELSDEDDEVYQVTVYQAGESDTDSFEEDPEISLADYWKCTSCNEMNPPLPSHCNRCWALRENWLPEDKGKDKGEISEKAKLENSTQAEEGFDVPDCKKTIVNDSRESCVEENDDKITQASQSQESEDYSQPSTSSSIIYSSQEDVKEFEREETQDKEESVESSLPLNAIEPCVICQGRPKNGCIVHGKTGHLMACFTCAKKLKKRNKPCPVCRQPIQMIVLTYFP
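Assay system: stable mammalian line carrying autodegrading MDM2–luciferase fusion reporter; amount: 2000 cells seeded into each well; buffer or medium: DMEM; benchmarks: plate control and blank wells; signal: luciferase luminescence; timing: 2 h compound exposure at 37 °C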
Runt-CBFb FRET: blocks binding of human RUNX1 Runt domain to CBFb; 220,000 tested, 0.46% active; Cerulean-Runt/Venus-CBFb FRET ratio 530/480, 1 h; AID 1496; Q01196+Q13951; inhibition, % at 20 µM;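 active = inhibition over about 50% at 20 µM in the single-dose screen, limit read from the data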;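 also: 0% = DMSO wells and 100% = excess unlabeled CBFb competitor control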
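Schedule: protein complex preformed 1 h, compound exposure 1 h, room temperature, dark; test system: Cerulean-labeled Runt domain protein; amount: 100 nM per protein; buffer or medium: Tris 50 mM pH 7.5, KCl, K2SO4, 0.01% BSA; read-out: loss of energy transfer signal; detection: FRET fluorescence; controls: 5 µM unlabeled CBFb as full-inhibition high control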
zVAD death inh: L929 zVAD cell death inhibition. 220,000 tested, 0.38% active. L929 zVAD necroptosis rescue, ATP luminescence, 24 h; with zVAD 60 µM. AID 1377. viability rescue, % at 10 µM;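 active = activation, scaled between plate controls, above about 75%, limit read from the data; inactive = activation under that limit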;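 also: 0% = zVAD with DMSO and 100% = DMSO alone without zVAD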
Tb hexokinase: blocks Trypanosoma brucei hexokinase 1 activity; recombinant TbHK1, G6PDH-coupled NADH A340; inhibition, % at 10 µM; 220,000 tested, 0.11% active;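 active = inhibition of 50% or more in the single-dose primary screen; inactive = inhibition below 50%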
* = called active by the depositor; · = no result given; [ ] = another dose, or the depositor's remark.

SMILES | p47phox inh | EBV gp42 block | Hck-Nef inh | Runt-SMMHC FRET | 14-3-3 Bad inh | MDM2 E3 inh | Runt-CBFb FRET | zVAD death inh | Tb hexokinase
O=C(c1cccs1)N1CCN(Cc2ccccn2)CC1 | -3 | -12 | 15 | -1 | 43 | -12 | -1 | 0.9 | -3
O=C(Nc1ccccc1-c1ccccc1)c1cnccn1 | -6 | -24 | 4 | -1 | 0 | -5 | -2 | 0.1 | 4
O=C(Nc1cccc2ccccc12)C1CCN(C(=O)NCc2ccccc2)CC1 | -27 | -18 | 0 | 2 | 3 | · | 0 | 0.2 | 1
C/C(=N\NC(=O)Cn1nc(C)c(Br)c1C)c1cccs1 | -7 | -20 | 0 | 3 | -4[fluorescence artefact?] | · | 1 | -0.1 | -8
CCn1c(=S)[nH]c2cc(Cl)ccc21 | -15 | -21 | -2 | 0 | -4 | -6 | 5 | -0.1 | -3
O=C(c1ccco1)N1CCN=C1SCc1ccccc1F | -3 | 20 | -1 | -6 | -5[fluorescence artefact?] | -14 | 1 | 2.2 | -2
CCc1nnc(NC(=O)CCC(=O)NCc2ccc(OC)cc2)s1 | -6 | -1 | 2 | 0 | -1 | -8 | 0 | 1.3 | -2
C/C(=N\N1CCN(Cc2ccccc2)CC1)c1ccco1 | 2 | -16 | 21 | -1 | -6 | 5 | 0 | 5.1 | -8
CSc1nc2ccc(NS(=O)(=O)c3cccc(Cl)c3Cl)cc2s1 | -30 | -2 | 1 | -4 | 6 | -10 | 1 | 0.5 | -4
C/C(=N\NC(=O)c1ccn[nH]1)c1cn(C)nc1C | -16 | -13 | 2 | 5 | 2 | · | 2 | 1.0 | -6
CCOC(=O)C1=C(O)/C(=C/c2ccc(OCC(=O)O)c(OCC)c2)SC1=Nc1ccc(C)cc1 | -61 | -1 | 21 | -74 | -2 | -5 | -101 | 1.4 | -9
Cc1cccc(-n2ccnc2SCC(=O)Nc2nccs2)c1 | -1 | 5 | 0 | 4 | -5 | -30 | -4 | -0.4 | 5
O=C(c1nnc(-c2ccc(Cl)cc2)o1)C1CCCC1 | -1 | -1 | 20 | 2 | -11 | -11 | -3 | 0.3 | -3
Cc1onc(-c2ccccc2Cl)c1C(=O)N1CCCc2ccccc21 | -9 | -11 | 0 | 6 | 2 | -19 | -1 | 0.0 | 8
CC1CN(C(=O)c2cc3c(=O)n4ccccc4nc3s2)CC(C)O1 (centres undefined) | · | · | -1 | 22 | · | -8 | 7 | -0.1 | -19
Cc1oc(C(C)(C)C)cc1C(=O)NCC(=O)NCC(=O)O | -4 | -11 | -1 | -9 | 6 | -7 | -1 | 0.7 | 1
Cc1cccc(CNc2ccc(C(CC(N)=O)NC(=O)c3cccc(Br)c3)cc2[N+](=O)[O-])c1 (centres undefined) | -38 | -23 | 25 | -3 | 2 | 19 | -2 | 0.1 | -12
Cc1cc(/C=N\NC(=O)CC(=O)NC2CCCCC2)c(C)n1-c1ccc(Cl)c(Cl)c1 | -14 | -15 | 3 | -3 | 8 | 3 | -3 | 0.1 | 6
CN(C)C(=O)CN1CCN(c2nc3nonc3nc2N2CCCCC2)CC1 | -9 | -4 | -3 | -2 | -4 | -11 | 0 | 0.0 | -44
Cc1ccc(C(=O)O)cc1N=Cc1cc(Br)cc(Br)c1O | -3 | 1 | 1 | -133 | 1[fluorescence artefact?] | -3 | -31 | 0.4 | 42
Cn1nc(C(=O)Nc2ccc(S(=O)(=O)Nc3ncccn3)cc2)ccc1=O | -37 | -31 | 23 | -2 | -1 | · | 0 | -0.1 | -14
O=C(O)CCSc1nnc(SCC(=O)NCC(F)(F)F)s1 | -8 | -9 | 1 | 0 | 7 | -6 | 0 | 0.3 | 31
Cc1c(C(=O)CN2CCSCC2)c2ccccc2n1C | -13 | -5 | 2 | -3 | -8 | -5 | -1 | 0.3 | -1
O=C(CSc1nc2ccccc2s1)NC(=O)NCc1ccco1 | -12 | -3 | 2 | · | 12 | -10 | · | -0.1 | 10
COC(=O)c1ccc2nc(NC(=O)CN3C(=O)CCC3=O)sc2c1 | -3 | -3 | 2 | 2 | 19 | -10 | 2 | 1.0 | -17

Seven records picked at random from those above:
SMILES | p47phox inh | EBV gp42 block | Hck-Nef inh | Runt-SMMHC FRET | 14-3-3 Bad inh | MDM2 E3 inh | Runt-CBFb FRET | zVAD death inh | Tb hexokinase
CCn1c(=S)[nH]c2cc(Cl)ccc21 | -15 | -21 | -2 | 0 | -4 | -6 | 5 | -0.1 | -3
Cc1c(C(=O)CN2CCSCC2)c2ccccc2n1C | -13 | -5 | 2 | -3 | -8 | -5 | -1 | 0.3 | -1
Cc1ccc(C(=O)O)cc1N=Cc1cc(Br)cc(Br)c1O | -3 | 1 | 1 | -133 | 1[fluorescence artefact?] | -3 | -31 | 0.4 | 42
C/C(=N\NC(=O)Cn1nc(C)c(Br)c1C)c1cccs1 | -7 | -20 | 0 | 3 | -4[fluorescence artefact?] | · | 1 | -0.1 | -8
CC1CN(C(=O)c2cc3c(=O)n4ccccc4nc3s2)CC(C)O1 (centres undefined) | · | · | -1 | 22 | · | -8 | 7 | -0.1 | -19
O=C(c1ccco1)N1CCN=C1SCc1ccccc1F | -3 | 20 | -1 | -6 | -5[fluorescence artefact?] | -14 | 1 | 2.2 | -2
Cn1nc(C(=O)Nc2ccc(S(=O)(=O)Nc3ncccn3)cc2)ccc1=O | -37 | -31 | 23 | -2 | -1 | · | 0 | -0.1 | -14

Carrying on.
SMILES | p47phox inh | EBV gp42 block | Hck-Nef inh | Runt-SMMHC FRET | 14-3-3 Bad inh | MDM2 E3 inh | Runt-CBFb FRET | zVAD death inh | Tb hexokinase
O=C(COc1cccc2ccccc12)N1CCN(c2ccccn2)CC1 | -9 | -16 | 4 | 0 | 3 | 2 | -1 | 0.2 | 8
CCOc1ccc(C(=O)NC(C)(C)CC)cc1 | -13 | -8 | -7 | 2 | -12 | 0 | -1 | 1.5 | -1
C/C(=N/NS(=O)(=O)c1ccc(Cl)cc1)c1cccc(O)c1 | -17 | -1 | 5 | 0 | 10 | -1 | 2 | -0.2 | -1
Cn1c(N)c(S(=O)(=O)N2CCN(c3ccccc3)CC2)c(=O)n(C)c1=O | -1 | -6 | 20 | -1 | -9 | 14 | 3 | 5.7 | -4
CCCn1nnc(NC(=S)NC(=O)/C=C/c2ccc(Cl)cc2)n1 | -12 | -16 | 38 | -1 | 1 | -6 | -1 | 0.7 | -14
O=C(NCCO)/C(=C\c1ccc(Br)cc1)NC(=O)c1cccs1 | -30 | -13 | 2 | -5 | -8 | -19 | 2 | 0.6 | -9
Cc1ccccc1NC(=O)/C(=C/c1cccs1)NC(=O)c1ccco1 | 2 | 15 | 3 | -4 | 13 | -8 | 0 | 0.6 | -23
Cc1ccc2c(c1)c1ncnc(N3CCOCC3)c1n2C | · | · | 4 | 2 | · | -13 | 1 | 0.5 | -1
O=C(Nc1ccc(Cl)cc1C(=O)NCC1CCCO1)c1ccco1 (centres undefined) | -8 | -22 | -8 | 1 | -3 | -17 | 0 | -0.2 | 4
CCOC(=O)N1CCN(C(=O)COc2ccc3c(c2)C(=O)CC2(CCN(C(C)=O)CC2)O3)CC1 | -4 | -13 | 1 | 3 | 95* | -2 | 1 | 0.0 | -16
Cc1ccc(C(=O)Nc2ccc(C(=O)N/N=C/c3ccncc3)cc2)cc1 | 3 | -10 | 25 | 0 | -48 | 8 | -1 | 2.9 | -5
CCn1c2ccccc2c2cc(NC(=O)CSc3nnc(-c4cccc(F)c4)o3)ccc21 | -7 | -10 | 6 | 2 | -5 | 4 | 1 | -0.3 | -21
CCOC(=O)CSc1nnnn1-c1cc(OC)ccc1OC | -4 | -14 | 1 | 0 | -2[fluorescence artefact?] | -10 | 0 | -0.3 | 5
Cc1nnnn1/C(=C\c1ccccc1)C(=O)OCC(=O)NC(C)(C)C | -15 | -28 | 2 | 0 | 5 | · | 0 | 0.3 | -4
O=C(COn1nnc2ccc(Cl)cc21)NC12CC3CC(CC(C3)C1)C2 | -4 | -7 | -22 | -2 | -11[fluorescence artefact?] | -13 | 2 | -0.7 | 6
CCCn1nnc(NC(=O)c2cccc(OCC(C)C)c2)n1 | -7 | -4 | -8 | 6 | -7 | -1 | -3 | 7.1 | 5
Cc1[nH]n(-c2ccccc2)c(=O)c1N=Nc1ccccc1 | -8 | -18 | 16 | -2 | -4 | -19 | -3 | 0.2 | -11
COc1ccc(C(=O)Nc2cccc(/C(C)=N/NC(=O)c3ccc([N+](=O)[O-])c(C)c3)c2)cc1OC | -6 | -13 | 5 | -4 | 4 | -2 | 0 | -1.1 | -7
COc1ccccc1CNC(=O)Cc1cc(=O)[nH]c(=O)[nH]1 | 1 | -7 | -7 | 9 | -5 | · | 4 | · | -2
COc1ccc(S(=O)(=O)N2c3ccccc3OCC2C(C)(C)C)cc1 (centres undefined) | -4 | -12 | 16 | 1 | 2 | -17 | -2 | 1.5 | -6
O=C(/C=C/c1ccc(-c2ccccc2[N+](=O)[O-])o1)c1ccccc1 | -7 | 1 | 3 | -4 | -8 | -11 | 8 | -0.4 | -7
CCOc1[nH]n(-c2ccc(Cl)cc2)c(=O)c1C=Nc1ccc(C)cc1 | -2 | -19 | 1 | 2 | -3 | -9 | 4 | 0.5 | -8
O=C(NC1CCCc2ccccc21)c1ccccc1Cl (centres undefined) | -10 | -18 | 8 | -2 | -9 | -6 | 0 | 0.0 | -3
Cc1cc(C)n(-c2ccccc2C#N)n1 | -2 | -3 | -9 | 0 | 25 | -8 | -1 | -0.1 | -13
CCc1nc(SCc2cccnc2)c(C#N)cc1C | 2 | -10 | 0 | -6 | 1[fluorescence artefact?] | 10 | -2 | -0.3 | -1
CCN(CC)c1ccc2cc(C(=O)Nc3ccccn3)c(=O)oc2c1 | -30 | 25 | 20 | 62* | 6 | -72 | 18 | 0.6 | -7
Cc1cc(C)c2nc(N3CCCN(C(=O)c4cnccn4)CC3)c(C#N)cc2c1 | -5 | -10 | 15 | 31 | 10 | -9 | 11 | 1.8 | -1
O=c1c(F)cn(C2CCCO2)c(=O)n1Cc1c(F)cccc1Cl (centres undefined) | -13 | -2 | -8 | 2 | -11 | -13 | -1 | -0.4 | 5
Cc1nc2cc(Cl)c(Cl)cc2nc1C | 0 | -10 | -13 | 0 | 3 | -17 | 0 | 3.4 | -6
CCOC(=O)NC(=O)COC(=O)c1ccc(Sc2ncn[nH]2)c([N+](=O)[O-])c1 | 4 | -16 | 13 | 0 | 6 | 2 | 2 | -0.5 | -3

A few values from above:
Under EBV gp42 block, `Cc1ccc(C(=O)Nc2ccc(C(=O)N/N=C/c3ccncc3)cc2)cc1` has the entry -10
Under 14-3-3 Bad inh, `COc1ccc(S(=O)(=O)N2c3ccccc3OCC2C(C)(C)C)cc1` (centres undefined) has the entry 2
Under p47phox inh, `Cc1ccccc1NC(=O)/C(=C/c1cccs1)NC(=O)c1ccco1` has the entry 2

Records listed so far shown as hits in Runt-SMMHC FRET:
Structure | p47phox inh | EBV gp42 block | Hck-Nef inh | Runt-SMMHC FRET | 14-3-3 Bad inh | Runt-CBFb FRET | Tb hexokinase
CCN(CC)c1ccc2cc(C(=O)Nc3ccccn3)c(=O)oc2c1 | -30 | 25 | 20 | 62* | 6 | 18 | -7
